ANO1 activ – mouse TMEM16A channel activation, primary screen | HEK293 TMEM16A/YFP-H148Q/I152L, iodide quench fluorescence; hits give low values | B-score at 10 µM | 340,000 compounds, 0.3% hits | AID 623877;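 active means fluorescence-ratio B-score plate-corrected deviation score at least 3 library SD below zero, with starting fluorescence score within 5 deviations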;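 further: channel opened by trigger with iodide after compound preincubation; score built on the fluorescence ratio of max minus min over baseline; more negative score means more quench and so TMEM16A activation or potentiation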
TRPC4 agonist – activators of mouse TRPC4 channel; 310,000 compounds, 0.49% hits; HEK293 TRPC4beta/mu-opioid, Fluo4 calcium fluorescence; hits give high values; AID 2237; B-score at 10 µM; Q9QUQ5;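 active means B-score above 5 SD of library B-scores, and initial fluorescence ratio not above library mean plus 5 SD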;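 further: positive B-score marks a calcium rise read as TRPC4 activation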
Target sequence (Q9QUQ5 whole entry, looked up): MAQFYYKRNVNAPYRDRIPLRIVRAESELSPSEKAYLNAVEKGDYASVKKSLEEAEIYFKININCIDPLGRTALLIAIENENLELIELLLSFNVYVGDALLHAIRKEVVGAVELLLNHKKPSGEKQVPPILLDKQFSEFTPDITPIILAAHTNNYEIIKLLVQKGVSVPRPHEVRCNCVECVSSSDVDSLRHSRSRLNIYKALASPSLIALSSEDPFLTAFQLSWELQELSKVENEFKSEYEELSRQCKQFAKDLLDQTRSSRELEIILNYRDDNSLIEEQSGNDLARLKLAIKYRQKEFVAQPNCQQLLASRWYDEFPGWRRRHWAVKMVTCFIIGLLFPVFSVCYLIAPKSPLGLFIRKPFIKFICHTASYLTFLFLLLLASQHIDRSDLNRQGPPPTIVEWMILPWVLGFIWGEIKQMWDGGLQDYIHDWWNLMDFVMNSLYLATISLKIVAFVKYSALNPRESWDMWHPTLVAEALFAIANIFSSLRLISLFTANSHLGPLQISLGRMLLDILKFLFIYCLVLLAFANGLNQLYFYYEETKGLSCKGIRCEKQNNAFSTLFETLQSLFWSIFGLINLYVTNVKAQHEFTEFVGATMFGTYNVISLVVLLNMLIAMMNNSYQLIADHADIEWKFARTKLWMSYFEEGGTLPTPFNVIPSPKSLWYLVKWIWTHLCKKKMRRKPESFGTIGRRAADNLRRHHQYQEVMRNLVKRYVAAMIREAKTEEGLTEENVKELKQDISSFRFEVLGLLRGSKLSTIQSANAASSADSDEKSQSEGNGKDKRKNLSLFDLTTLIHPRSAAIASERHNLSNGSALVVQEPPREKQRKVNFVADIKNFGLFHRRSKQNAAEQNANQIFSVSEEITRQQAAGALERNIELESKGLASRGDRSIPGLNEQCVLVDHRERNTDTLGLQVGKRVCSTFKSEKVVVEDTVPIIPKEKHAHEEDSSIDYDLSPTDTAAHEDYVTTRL
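System: HEK293 cells stably co-expressing mouse TRPC4beta and mu-opioid receptor; Schedule: Fluo4 dye loading 45 min at room temperature, 110 s recording; Detection: Fluo4 fluorescence, kinetic; Evaluation: B-scored integrated calcium fluorescence ratio; Controls: buffer (low) and maximal DAMGO (high).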
TRPC4 inh – TRPC4 (mouse) channel inhibition | 300,000 compounds, 0.39% hits | HEK293 TRPC4beta/mu-opioid, DAMGO-evoked Fluo4 calcium flux; hits give low values | Q9QUQ5 | B-score at 10 µM;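 active means B-score over 3 SD under the library average, no early fluorescence shift, positive overall ratio signal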
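Assay system: TRPC4beta/mu-opioid receptor HEK293 cell line; compound dosing: single concentration per test compound; detection: Fluo4 Ca2+ flux fluorescence; evaluation: per-well B score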
TRPC4 PAM – allosterically enhances the mouse TRPC4 cation channel; B-score at 10 µM; AID 2227; HEK293 TRPC4beta/mu-opioid, DAMGO EC20, Fluo-4 Ca2+ flux; hits give high values; 310,000 compounds, 0.42% hits;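 active means B-score of calcium response area above 5 SD of library B-scores, with initial fluorescence ratio within 5 SD of library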;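 further: B-score of integrated fluorescence ratio over time as area under calcium response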
TRPC6 inhibitor – inhibitors of mouse TRPC6 channel | Q61143 | 310,000 compounds, 1.1% hits | B-score at 10 µM | HEK293-TRPC6, membrane potential dye, ACh-evoked depolarization; hits give low values | AID 2553;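 active means B-score under library mean minus 3 SD, initial fluorescence not abnormally high, positive integrated signal ratio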;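 further: B-score derived from integrated fluorescence ratio over the kinetic read; more negative B-score means stronger inhibition of depolarization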
MrgX1 PAM – human MrgX1 positive allosteric modulation, primary screen | MrgX1-HEK293, Fluo-4 calcium flux, FDSS; hits give high values | B-score at 10 µM | Q96LB2 | 310,000 compounds, 0.63% hits;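 active means plate-corrected calcium response at least 3 library SD above typical, normal starting fluorescence, not activating the receptor alone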;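 further: compound read alongside a low EC10 to EC30 dose of BAM8-22 agonist; peak minus trough fluorescence over baseline measured at the second addition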
RGS4 block – human RGS4 inhibition; B-score at 10 µM; P49798; HEK293 M3R/RGS4 inducible, Fluo-4 calcium flux; hits give high values; triggered by carbachol at its EC20; 310,000 compounds, 0.45% hits;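 active means B-score, a plate-corrected calcium signal, over three deviations above library mean, with baseline fluorescence within five deviations of library mean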;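 further: RGS4 expression induced by doxycycline in cells with stable M3 receptor; B-score is computed from the integrated fluorescence ratio over baseline after carbachol; higher B-score means a larger calcium signal and so more RGS4 inhibition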
MrgX1 antagonist – antagonists of human MrgX1 receptor; AID 588676; MRGX1-HEK293 calcium flux, Fluo-4, BAM8-22 antagonism; hits give low values; Q96LB2; 310,000 compounds, 1.3% hits; B-score at 10 µM;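 active means calcium-response B-score plate-corrected more than 3 library SD below zero, starting fluorescence within 5 deviations, no agonist response on first addition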;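 further: peak minus trough fluorescence over baseline after final BAM8-22 challenge near maximal dose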
MrgX1 agonist – activates human MrgX1 receptor signaling | Q96LB2 | MrgX1-HEK293 cells, Fluo-4 calcium fluorescence, agonist mode; hits give high values | B-score at 10 µM | 310,000 compounds, 0.44% hits;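 active means calcium response B-score plate-corrected fluorescence ratio at least 3 library SD, with starting fluorescence B-score inside 5 SD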
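Assay system: stable human MrgX1 HEK293 cell line. Quantity: 15,000 cells per well. Schedule: cells plated overnight, dye loaded 0.5 h 37 °C, 0.5 h room temperature. Detection: Fluo-4 NW calcium-flux fluorescence, kinetic read. Read-out basis: peak-minus-minimum fluorescence over baseline, converted to B scores. Control set: positive and negative control wells on each plate.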
TRPC6 act – activates the mouse TRPC6 cation channel; B-score at 10 µM; 310,000 compounds, 0.13% hits; AID 2550; HEK293-TRPC6 membrane potential dye fluorescence; hits give high values; Q61143;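 active means B-score of the integrated fluorescence ratio above library mean plus 3 SD, and starting fluorescence ratio within library mean plus 5 SD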;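 further: higher score means more depolarization so channel activation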
ANO1 block – inhibitors of mouse TMEM16A calcium-activated chloride channel; 310,000 compounds, 1.2% hits; normalized B-score (activity score, 25-100; higher = stronger inhibition) at 10 µM; HEK293 TMEM16A/YFP iodide influx fluorescence, ionomycin; AID 588511; Q8BHY3;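 active means ratio plate-corrected score three or more library SD toward inhibition, starting fluorescence score within five deviations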;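 further: score derived from kinetic fluorescence span divided by baseline fluorescence per well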
An asterisk follows results filed as active; i = inactive; . = no result given.

SMILES	ANO1 activ	TRPC4 agonist	TRPC4 inh	TRPC4 PAM	TRPC6 inhibitor	MrgX1 PAM	RGS4 block	MrgX1 antagonist	MrgX1 agonist	TRPC6 act	ANO1 block
O=C(NC(=S)Nc1cccc(O)c1)c1cncc(Br)c1	i	i	i	i	i	i	i	i	i	i	i
COCCCNC(=S)Nc1c(C)cc(C)cc1C	i	i	i	i	i	i	i	i	i	i	i
O=C(NCCc1c[nH]c2ccccc12)C(=O)NCC(c1ccco1)N1CCN(c2ccccc2)CC1 (configuration not stated)	i	i	i	i	i	i	i	i	i	i	i
O=C1C2C3C=CC(C4CC34)C2C(=O)N1/N=C/c1ccc(-c2ccc(Cl)cc2[N+](=O)[O-])o1 (configuration not stated)	i	i	i	i	i	i	i	i	i	i	i
CC(C)(C)c1nnc(N/N=C/c2ccccc2)n(N)c1=O	i	i	i	i	i	i	i	i	i	i	i
Cc1cc(C(=O)CSc2nc(N)cc(N)n2)c(C)n1-c1cccc(C(F)(F)F)c1	i	i	i	i	i	i	i	i	i	i	i
COc1ccc(C(=O)NCCS(=O)(=O)N(C)C2CCCCC2)cc1	i	i	i	i	i	i	i	i	i	i	i
NC(=O)C1CCN(S(=O)(=O)c2cccc(C(=O)O)c2)CC1	i	i	i	i	i	i	i	i	i	i	i
COc1ccccc1C(=O)COC(=O)Cn1nc(C)c([N+](=O)[O-])c1C	i	i	i	i	i	i	i	i	i	i	i
CN(C)c1ccc(NC(=O)Nc2csc3ccccc23)cc1	i	i	i	i	i	i	i	i	i	i	i
CC(=O)Nc1ccc(S(=O)(=O)N(C#N)c2nc(C)cc(C)n2)cc1	i	i	i	i	i	i	i	i	i	i	i
CN(C(=O)COC(=O)c1ccccc1SCC(=O)N1CCCC1)c1ccccc1	i	i	i	i	i	i	i	i	i	i	i
O=C(c1ccoc1)N1CCCC(N2CCN(c3cccc(C(F)(F)F)c3)CC2)C1 (configuration not stated)	i	i	i	i	i	i	i	i	i	i	i
Cc1ccc(-c2nnc(CSc3nc4cc5c(cc4cc3C)OCO5)o2)cc1	i	i	i	i	i	i	i	i	i	i	i
CN(C)c1ccc(NC(=O)Cn2ncn3c(cc4ccccc43)c2=O)cc1	i	i	i	i	i	i	i	i	i	i	i
Cc1cccc(CSCCNC(=O)CSCc2ccc([N+](=O)[O-])cc2)c1	i	i	i	i	i	i	i	i	i	i	i
COc1ccc(CNC(=O)CCCn2nc(C)n3ccnc3c2=O)cc1	i	i	i	i	i	i	i	i	i	i	i
COc1ccc(/C=C/C(=O)C23CC4CC(CC(C4)C2)C3)cc1CN1CCOCC1	i	i	i	i	i	i	i	i	i	i	i
O=C(c1cccnc1)N1CCN(CCCc2ccccc2)CC1	i	i	i	i	i	i	i	i	i	i	i
CCOC(=O)c1ccc(N=Nc2c(C)[nH]n(-c3ccccc3)c2=O)cc1	i	i	i	i	i	i	i	i	i	i	i
NC(=O)CSc1nc2ccccc2c(=O)n1Cc1ccccc1	i	i	i	i	i	i	i	i	i	i	i
CCC(CO)NS(=O)(=O)c1cc(-c2nn(C)c(=O)c3ccccc23)ccc1C (configuration not stated)	i	i	i	i	i	i	i	i	i	i	i
Cc1ccc(C(=O)N2CCN(c3ccc(NC(=O)c4ccc(Br)o4)cc3)CC2)cc1	i	i	i	i	i	i	i	i	i	i	i
CC(=O)c1sc(=S)n(Cc2ccccc2)c1C	i	i	i	i	i	i	i	i	i	i	i

Single records, from the list above. Screens in order: ANO1 activ	TRPC4 agonist	TRPC4 inh	TRPC4 PAM	TRPC6 inhibitor	MrgX1 PAM	RGS4 block	MrgX1 antagonist	MrgX1 agonist	TRPC6 act	ANO1 block
NC(=O)CSc1nc2ccccc2c(=O)n1Cc1ccccc1 is entered as i	i	i	i	i	i	i	i	i	i	i
CCOC(=O)c1ccc(N=Nc2c(C)[nH]n(-c3ccccc3)c2=O)cc1 is entered as i	i	i	i	i	i	i	i	i	i	i
CCC(CO)NS(=O)(=O)c1cc(-c2nn(C)c(=O)c3ccccc23)ccc1C (configuration not stated) is entered as i	i	i	i	i	i	i	i	i	i	i

Next compounds:
SMILES	ANO1 activ	TRPC4 agonist	TRPC4 inh	TRPC4 PAM	TRPC6 inhibitor	MrgX1 PAM	RGS4 block	MrgX1 antagonist	MrgX1 agonist	TRPC6 act	ANO1 block
O=C(Cn1cnc2cc([N+](=O)[O-])ccc2c1=O)NC(=O)NCc1ccccc1	i	i	i	i	i	i	i	i	i	i	i
CC(C)Oc1ccc(C(=O)N2CCN(C(=O)c3ccco3)CC2)cc1	i	i	i	i	i	i	i	i	i	i	i
Cc1ccc(-c2nc(Nc3ccc(N4CCOCC4)cc3)c3ccccc3n2)cc1	i	i	i	i	i	i	i	i	i	i	i
CC(C)c1nnc(NC(=O)CCC(=O)NCc2cccs2)s1	i	i	i	i	i	i	i	i	i	i	i
CCOC(=O)CSc1nnc(CSc2nc3ccccc3c(=O)[nH]2)n1-c1ccccc1	i	i	i	i	i	i	i	i	i	i	i
COc1ccccc1C(=O)NNC(=O)c1cccc(Br)c1	i	i	i	i	i	i	i	i	i	i	i
O=C(CSc1ccccn1)N1CCN(c2ccccc2)CC1	i	i	i	i	i	i	i	i	i	i	i
COc1cccc(NC(=O)c2ccc(NC(C)=O)cc2)c1	i	i	i	i	i	i	i	i	i	i	i
COC(=O)c1ccc2c(c1)N(C)C(=O)CS2	i	i	i	i	i	i	i	i	i	i	i
COc1ccc(Cl)cc1NC(=O)CN(C)C(=O)Cc1ccc2c(c1)CCC2	i	i	i	i	i	i	i	i	i	i	i
Nc1nc(-c2ccco2)nn1C(=O)c1ccccc1Cl	i	i	i	i	i	.	i	.	.	i	.
Cc1ccc(NC(=O)c2ccc3c(c2)S(=O)(=O)c2ccccc2C3=O)cc1S(=O)(=O)N1CCOCC1	i	i	i	i	i	i	i	i	i	i	i
COc1cccc(/C=C2\SC(=O)N(CC(=O)NCCCn3ccnc3)C2=O)c1	i	i	i	i	i	i	i	i	i	i	i
CCOc1ccc(N(C)S(=O)(=O)c2cc(-c3cc(C)no3)ccc2C)cc1	i	i	i	i	i	i	i	i	i	i	100*
COc1ccc2[nH]c(=O)c(CN(Cc3ccc4c(c3)OCO4)C(C)=O)cc2c1	i	i	i	i	i	i	i	i	i	i	i
N#CC1=C(N)Oc2cc(N)ccc2C1c1ccc(F)cc1F (configuration not stated)	i	64*	i	i	i	i	i	i	i	39*	i
O=C(c1cnn2c1NC(c1ccc(Br)cc1)CC2C(F)(F)F)N1CCN2CCCC2C1 (configuration not stated)	i	i	i	i	i	i	i	i	i	i	i
O=C(COC(=O)c1ccccc1SCC(=O)N1CCCC1)Nc1ccccc1C(F)(F)F	i	i	i	i	i	i	i	i	i	i	i
O=C(N/N=C/c1cccc([N+](=O)[O-])c1)c1cccs1	i	i	i	i	i	i	i	i	i	i	i
CN(Cc1ccon1)Cc1cn(C)nc1-c1ccc(Oc2ccccc2)cc1	i	i	i	i	i	i	i	i	i	i	i
O=C(c1ccc(COc2ccccc2Br)o1)N1CCCCCC1	i	i	i	i	i	i	i	i	i	i	i
COc1cc(/C=N/N2CCN(Cc3ccc(C)cc3)CC2)cc(OC)c1O	i	i	i	i	i	i	i	i	i	i	i
Cc1ccc(OC(=O)c2ccc3nc(C)sc3c2)cc1	.	i	i	i	i	i	i	i	i	i	i
COC(=O)N(NC(=O)C(O)(c1ccccc1)c1ccccc1)c1ccccc1	i	i	i	i	i	i	i	i	i	i	i
CCNc1ccc(C(=O)NN=C2CCCC2)cc1[N+](=O)[O-]	i	i	i	i	i	i	i	i	i	i	i
O=[N+]([O-])C(C1CCS(=O)(=O)C1)C1CCS(=O)(=O)C1 (configuration not stated)	i	i	i	i	i	i	i	i	i	i	i
COc1ccc(CN2C(=O)c3cccc4cccc2c34)cc1F	i	i	i	i	i	i	i	i	i	i	i
CC(C)CC(=O)Nc1ccc2c(c1)nc(CCN1CCOCC1)n2C	i	i	i	i	i	i	i	i	i	i	i
Cc1ccc(C(=O)NC2CCCc3ccccc32)cc1[N+](=O)[O-] (configuration not stated)	i	i	i	i	i	i	i	i	i	i	i
COC(=O)[C@@H]1CCCN1C(=O)c1ccc(OC2CCN(Cc3ccccn3)CC2)cc1	i	i	i	i	i	i	i	i	i	i	i
Cc1ccc(CSc2nc3ccccc3c(=O)[nH]2)cc1	i	i	i	i	i	i	i	i	i	i	i
Cc1c(C(=O)Nc2cccc(F)c2)cnn1-c1ccccc1	i	i	i	i	i	i	i	i	i	i	i
CN(C)c1nc(N(C)C)n(Cc2c(Cl)cccc2Cl)n1	i	i	i	i	i	i	i	i	i	i	i
COc1ccc(OC)c(C(C)NC(=S)NC2CCCCC2)c1 (configuration not stated)	i	i	i	i	i	i	i	i	i	i	i
NC(=O)c1ccc[n+](Cc2cccc3ccccc23)c1	i	i	i	i	i	i	i	i	i	i	i
CC(C)n1nccc1N(Cc1ccc(C#N)cc1)S(=O)(=O)c1ccccc1	i	i	i	i	i	i	i	i	i	i	i
COc1ccccc1N1CCN(C(=O)c2ccc(Cn3c(=S)[nH]c4cc5c(cc4c3=O)OCO5)cc2)CC1	i	i	i	i	i	i	i	i	i	i	i
COc1ccc(CNC(=O)C2CCN(S(=O)(=O)N3CCOCC3)CC2)cc1	i	i	i	i	i	i	i	i	i	i	i
CC(=O)c1cccc(NC(=O)CSc2nc(N3CCCCC3)nc(N3CCCCC3)n2)c1	i	i	i	i	i	i	i	i	i	i	i
O=C(CCC(=O)N/N=C/c1ccc(Br)o1)N/N=C/c1ccc(Br)o1	i	i	i	i	i	i	i	i	i	i	i
O=C(NCCOc1ccccc1)c1ccccc1	i	i	i	i	i	i	i	i	i	i	i
O=C(NNC(=S)NCc1ccccc1)c1ccc2c(c1)OCO2	i	i	i	i	i	i	i	i	i	i	i
CC(=O)C1=C(O)C(=O)N(c2cccnc2)C1c1ccc(Cl)cc1 (configuration not stated)	i	i	i	i	i	i	i	i	i	i	i

Compounds were not picked by outcome. Share with any hit: about 5.8%.
